Screening results: PubChem BioAssay, The Scripps Research Institute Molecular Screening Center
IDE inh – inhibitors of human insulin-degrading enzyme in cells. actives 0.41% (n = 320,000). inhibition, % at 5.59 µM. HEK cells, FAbetaB cleavage, fluorescence polarization. P14735. AID 434962;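 active = percent inhibition above the average of all tested compounds plus 3 SD, set per screening campaign, cut at about 16% in these data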;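 also: IDE supplied by intact live HEK cells; FP after avidin binding of uncleaved biotin substrate so inhibition keeps polarization high; 0% = DMSO wells and 100% = 60 µM reference IDE inhibitor Ii1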
Target sequence (P14735 whole entry, looked up): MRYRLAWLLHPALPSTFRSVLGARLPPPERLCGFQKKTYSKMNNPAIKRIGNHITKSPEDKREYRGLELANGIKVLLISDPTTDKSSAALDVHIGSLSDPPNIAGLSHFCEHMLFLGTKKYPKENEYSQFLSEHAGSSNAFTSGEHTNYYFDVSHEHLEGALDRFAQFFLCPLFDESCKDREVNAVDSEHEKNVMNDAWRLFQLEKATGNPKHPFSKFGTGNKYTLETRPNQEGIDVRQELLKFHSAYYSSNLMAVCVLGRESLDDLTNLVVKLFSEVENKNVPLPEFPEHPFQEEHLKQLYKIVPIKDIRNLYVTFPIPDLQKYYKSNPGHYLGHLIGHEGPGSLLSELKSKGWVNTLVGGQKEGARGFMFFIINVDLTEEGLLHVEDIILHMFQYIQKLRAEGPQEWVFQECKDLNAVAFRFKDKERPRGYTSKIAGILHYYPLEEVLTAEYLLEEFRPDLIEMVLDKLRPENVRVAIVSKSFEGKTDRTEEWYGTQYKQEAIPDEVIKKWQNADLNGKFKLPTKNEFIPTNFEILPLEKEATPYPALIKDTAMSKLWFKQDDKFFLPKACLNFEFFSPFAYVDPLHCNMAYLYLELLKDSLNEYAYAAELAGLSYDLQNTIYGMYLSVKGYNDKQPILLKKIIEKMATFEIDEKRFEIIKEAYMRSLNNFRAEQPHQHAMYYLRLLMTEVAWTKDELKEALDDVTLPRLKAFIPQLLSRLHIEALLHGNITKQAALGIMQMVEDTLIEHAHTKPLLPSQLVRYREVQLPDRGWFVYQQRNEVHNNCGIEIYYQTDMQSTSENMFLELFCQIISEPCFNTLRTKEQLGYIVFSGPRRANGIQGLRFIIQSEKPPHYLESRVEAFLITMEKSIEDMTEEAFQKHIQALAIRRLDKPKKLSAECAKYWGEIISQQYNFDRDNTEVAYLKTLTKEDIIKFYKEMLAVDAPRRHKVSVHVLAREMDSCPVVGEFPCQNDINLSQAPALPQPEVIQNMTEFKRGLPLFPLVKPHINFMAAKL
IDE cell activ – activators of human insulin-degrading enzyme in cells | P14735 | HEK cells, FAbeta-B cleavage, fluorescence polarization; 0% vehicle, 100% cell-free pure enzyme wells | actives 0.073% (n = 340,000) | AID 493087 | activation, % at 5.96 µM;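 active = activation above the mean of all tested compounds plus 3 SD, set per screening campaign, cut at about 17% in these data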
Starred values were filed as active, the others as inactive. The list is partial, so the mix of outcomes need not match the whole.

What do the screens show for `Cc1[nH]n(-c2ccccc2)c(=O)c1N=Nc1c(O)cc(S(=O)(=O)N(C)C)c2ccccc12`?
IDE inh: 4; IDE cell activ: 2

Results for C[C@H]1CN(S(=O)(=O)c2ccc3c(c2)OCCO3)CCN1S(=O)(=O)c1c(F)cccc1F ?
IDE inh: 6; IDE cell activ: -1

Results for CCN1C(=O)[C@H]2[C@@H](c3ccc(-c4ccc(C(C)=O)cc4)cc3)N3CCC[C@@]3(C(=O)OC)[C@H]2C1=O ?
IDE inh: 9; IDE cell activ: 0

What do the screens show for `CCOc1ccc(Br)cc1S(=O)(=O)NC1CCCC1`?
IDE inh: -3; IDE cell activ: 6

How did FC(F)(F)c1cc(CCN2CCNC[C@@H]2c2ccccc2)cc(C(F)(F)F)c1 do in these assays?
IDE inh: 4; IDE cell activ: 5

How did CCOc1ccc(CCNC(=O)COC(=O)c2cccc(N(C)C)c2)cc1OCC do in these assays?
IDE inh: -3; IDE cell activ: 3

What do the screens show for `CC(NC(=O)C1CCN(S(=O)(=O)c2cccs2)CC1)c1cccc(Cl)c1` (stereo unspecified)?
IDE inh: 0; IDE cell activ: 2

Results for COc1ccc(NC(=O)CN(C)C(=O)CN2C(=O)NC3(CCCC3)C2=O)cc1 ?
IDE inh: -8; IDE cell activ: 7

What do the screens show for `OCC[C@H]1C[C@@H](O)[C@H](O)[C@]2(Cc3ccccc3CCO2)O1`?
IDE inh: 9; IDE cell activ: 1

What do the screens show for `Cc1ccc([C@@H]2CC=C(C(=O)O)[C@H](c3ccc(F)cc3)N2S(=O)(=O)c2ccccc2C)cc1`?
IDE inh: 5; IDE cell activ: -3

Results for CCN(c1ccccc1)S(=O)(=O)c1ccc(Cl)c(C(=O)NCc2ccco2)c1 ?
IDE inh: 6; IDE cell activ: 1

How did COc1ccccc1C(=O)NCCC(=O)NCC(c1ccco1)N1CCCC1 (stereo unspecified) do in these assays?
IDE inh: -5; IDE cell activ: 2

Results for Cc1ccc(C(=O)Nc2ccc(N3CCOCC3)cc2)cc1S(=O)(=O)N1CCCCC1 ?
IDE inh: 2; IDE cell activ: 4

Results for CC(=O)c1cccc(N2C(=O)CC(N3CCN(S(=O)(=O)c4ccc(Cl)cc4)CC3)C2=O)c1 (stereo unspecified) ?
IDE inh: -3; IDE cell activ: 3

What do the screens show for `NS(=O)(=O)c1cc(C(=O)O)cc(N2CCCC2)c1Oc1ccccc1`?
IDE inh: 6; IDE cell activ: 3

Gathered by group: the compounds so far containing a Cl atom.
What do the screens show for `CC(NC(=O)C1CCN(S(=O)(=O)c2cccs2)CC1)c1cccc(Cl)c1` (stereo unspecified)?
IDE inh: 0; IDE cell activ: 2

Results for CCN(c1ccccc1)S(=O)(=O)c1ccc(Cl)c(C(=O)NCc2ccco2)c1 ?
IDE inh: 6; IDE cell activ: 1

Results for CC(=O)c1cccc(N2C(=O)CC(N3CCN(S(=O)(=O)c4ccc(Cl)cc4)CC3)C2=O)c1 (stereo unspecified) ?
IDE inh: -3; IDE cell activ: 3

The listing continues:
Results for Cc1cccc(NC(=O)CNC(=O)COc2cccnc2[N+](=O)[O-])c1C ?
IDE inh: 0; IDE cell activ: 0

How did COCCN(CC(=O)Nc1cccc(C)c1C)C(=O)c1ccc(-n2cccn2)cc1 do in these assays?
IDE inh: -4; IDE cell activ: 8

How did COc1cc(OC)cc(-c2c(-c3cccs3)c3cc(-c4ccc5[nH]ccc5c4)ccc3n2C)c1 do in these assays?
IDE inh: 1; IDE cell activ: 3

What do the screens show for `CC1CCCCC12NC(=O)N(CC(=O)Nc1ccc(S(=O)(=O)Nc3ncccn3)cc1)C2=O` (stereo unspecified)?
IDE inh: 1; IDE cell activ: 5

What do the screens show for `CN(CC(=O)Nc1ccc(Cl)c(Cl)c1)C(=O)CNC(=O)C1CCCCC1`?
IDE inh: -3; IDE cell activ: 4

What do the screens show for `CCc1noc(C)c1C(=O)N(C)CC(=O)Nc1cccc(OC)c1`?
IDE inh: -4; IDE cell activ: 1

Results for CNS(=O)(=O)c1ccc(C(=O)NCC(=O)NC(C)c2cccs2)cc1 (stereo unspecified) ?
IDE inh: -7; IDE cell activ: 3

Results for O=C(CNC(=O)c1n[nH]c2ccccc12)Nc1ccc(F)c(F)c1F ?
IDE inh: 1; IDE cell activ: 3

What do the screens show for `CN(C)c1cccc(-c2csc(N3CCC(C(N)=O)CC3)n2)c1`?
IDE inh: -2; IDE cell activ: 1

Results for CN(CC(=O)Nc1ccc(OC(F)(F)F)cc1)C(=O)c1ccc(N2CCCC2=O)cc1 ?
IDE inh: 0; IDE cell activ: 0

Results for CC1CCC2(CC1)NC(=O)N(CC(=O)N1CC(C)CC(C)C1)C2=O (stereo unspecified) ?
IDE inh: 3; IDE cell activ: 4

Results for O=C(COc1ccc(Cl)cc1)Nc1cccc(-c2ccc(N3CCOCC3)nn2)c1 ?
IDE inh: -1; IDE cell activ: -2

Results for CCN(CC)S(=O)(=O)c1ccc(N2CCOCC2)c(NC(=O)c2ccc(=O)[nH]c2)c1 ?
IDE inh: 2; IDE cell activ: 1

What do the screens show for `C/C(=N\OCC(=O)OCC(=O)NC(=O)c1ccc(OC(F)F)cc1)c1ccc2c(c1)OCO2`?
IDE inh: 4; IDE cell activ: 1

What do the screens show for `CC1CCCCC1NS(=O)(=O)CCNC(=O)c1ccc2c(c1)OCO2` (stereo unspecified)?
IDE inh: 1; IDE cell activ: -1

What do the screens show for `COc1ccccc1N1CCN(C(=O)c2cc3c(=O)n4ccccc4nc3s2)CC1`?
IDE inh: -1; IDE cell activ: 1

Results for NC(N)=NC(=O)c1nc(Cl)c(N2CCCCCC2)nc1N ?
IDE inh: 2; IDE cell activ: 7

What do the screens show for `COC(=O)[C@]1(Cc2ccccc2)N[C@H](CN(C)C(=O)COc2ccccc2)[C@@H]2C(=O)N(Cc3ccccc3)C(=O)[C@@H]21`?
IDE inh: 3; IDE cell activ: 2

Results for NS(=O)(=O)c1ccc(CNC(=O)c2ccc(NS(=O)(=O)c3cccs3)cc2)cc1 ?
IDE inh: 6; IDE cell activ: 5

How did Cc1ccc(NC(=O)CN(C)C(=O)CNC(=O)c2sc3ccccc3c2Cl)cc1 do in these assays?
IDE inh: 1; IDE cell activ: -7

What do the screens show for `O=[S@]1Oc2ccccc2-c2ccccc21`?
IDE inh: 3; IDE cell activ: 9

How did O=C(NC1CCCCC1)[C@@H]1CC=C[C@@H]2CCN(C3CCCCC3)C(=O)[C@@H]21 do in these assays?
IDE inh: 0; IDE cell activ: 3

Results for Cc1cc2occ(CC(=O)N(C)CC(=O)Nc3ccccc3Br)c2cc1C ?
IDE inh: 2; IDE cell activ: 8

Results for O=C(COC(=O)c1ccccc1-n1cnnn1)c1ccc(F)c(F)c1 ?
IDE inh: -7; IDE cell activ: -5

Results for CN(C)c1ccc(S(=O)(=O)N2CCCCC2)cc1NC(=O)CCNC(=O)c1ccc(Cl)cc1 ?
IDE inh: -2; IDE cell activ: 4

How did Cc1cc(C)n2nc(SCC(=O)N3CCOCC3)nc2n1 do in these assays?
IDE inh: 0; IDE cell activ: -3

What do the screens show for `COc1cccc(CNC(=O)c2ccccc2SCC(=O)N2CCCC2)c1`?
IDE inh: 6; IDE cell activ: -2

Results for COc1cccc(CN(CC(=O)NCc2ccccc2)S(=O)(=O)CCl)c1 ?
IDE inh: 0; IDE cell activ: -3

How did Cc1ccc(S(=O)(=O)N2CCN(C(=O)CN3C(=O)c4ccc([N+](=O)[O-])cc4C3=O)CC2)cc1C do in these assays?
IDE inh: 1; IDE cell activ: 0

How did COc1ccc(NS(=O)(=O)c2cccc(C(=O)NCCc3ccc(S(N)(=O)=O)cc3)c2)cc1 do in these assays?
IDE inh: 0; IDE cell activ: -1

How did O=C(CSc1nnc2ccc(-c3ccccn3)nn12)Nc1ccccc1F do in these assays?
IDE inh: 1; IDE cell activ: 2

How did C[C@H](CO)N1C[C@H](C)[C@@H](CN(C)S(C)(=O)=O)Oc2ccc(NC(=O)c3ccncc3)cc2C1=O do in these assays?
IDE inh: 2; IDE cell activ: -2

What do the screens show for `O=C(C[C@@H]1C/C=C\CCCC(=O)OC[C@@H](c2ccccc2)NC1=O)NCCO`?
IDE inh: -2; IDE cell activ: -2

What do the screens show for `COCCN(C(=O)COC(=O)c1ccccc1Cc1ccccc1)c1c(N)n(Cc2ccccc2)c(=O)[nH]c1=O`?
IDE inh: -1; IDE cell activ: 0

What do the screens show for `O=S(=O)(c1ccccc1)c1nc(-c2cccs2)oc1NCc1cccnc1`?
IDE inh: 5; IDE cell activ: -7

How did C#CCOCCOCCOCCNc1nc(N2CCN(C(=O)Cn3cc(CCCN=C(N)N)nn3)CC2)nc(N2CCN(C(=O)[C@H]([C@@H](C)CC)n3cc(CCCCN)nn3)CC2)n1 do in these assays?
IDE inh: 2; IDE cell activ: 1

What do the screens show for `O=C(NCCCN1CCCC1=O)c1ccc(S(=O)(=O)Nc2cccc(C(F)(F)F)c2)cc1`?
IDE inh: -2; IDE cell activ: 4

What do the screens show for `CC(C)(C)OC(=O)NCCCC[C@H](NC(=O)c1[nH]cnc1C(=O)N[C@@H](Cc1ccccc1)C(=O)OCc1ccccc1)C(=O)OC(C)(C)C`?
IDE inh: 5; IDE cell activ: 4

Results for CN(Cc1cccc(F)c1)C(=O)CN1C(=O)NC2(CCc3ccccc32)C1=O (stereo unspecified) ?
IDE inh: 6; IDE cell activ: 1

Results for CN(Cc1ccc(F)cc1)C(=O)c1cccc(S(=O)(=O)NCc2ccccc2)c1 ?
IDE inh: 3; IDE cell activ: 1

What do the screens show for `C[C@@]12C(=O)N(c3cccc(F)c3)C(=O)N1[C@H](c1ccc(Cl)cc1)[C@@H]1C(=O)N(C3CCCCC3)C(=O)[C@@H]12`?
IDE inh: 1; IDE cell activ: 5

How did Cc1ccc(S(=O)(=O)/N=c2\scc(C)n2C)cc1 do in these assays?
IDE inh: 1; IDE cell activ: 4

What do the screens show for `O=C(CSc1nnc(-c2ccccc2)o1)NC1CC1`?
IDE inh: -4; IDE cell activ: 2

How did CCCCN(C(=O)C1CCCC1)c1c(N)n(CC(C)C)c(=O)[nH]c1=O do in these assays?
IDE inh: -1; IDE cell activ: 2

What do the screens show for `CCN(C[C@H]1N[C@@](Cc2ccccc2)(C(=O)OC)[C@H]2C(=O)N(C)C(=O)[C@@H]12)S(=O)(=O)c1ccc(OC)cc1`?
IDE inh: 7; IDE cell activ: 2

Reprinted from the part before: two compounds, followed by the next part.
How did CCCCN(C(=O)C1CCCC1)c1c(N)n(CC(C)C)c(=O)[nH]c1=O do in these assays?
IDE inh: -1; IDE cell activ: 2

What do the screens show for `CCN(C[C@H]1N[C@@](Cc2ccccc2)(C(=O)OC)[C@H]2C(=O)N(C)C(=O)[C@@H]12)S(=O)(=O)c1ccc(OC)cc1`?
IDE inh: 7; IDE cell activ: 2

How did CSc1ncccc1C(=O)Nc1ccc(S(=O)(=O)N2CCCC2)cc1 do in these assays?
IDE inh: 2; IDE cell activ: 2

What do the screens show for `Clc1ccc(C#Cc2cccnc2)cc1`?
IDE inh: 4; IDE cell activ: 1

How did CC(O)CC(C)O (stereo unspecified) do in these assays?
IDE inh: 2; IDE cell activ: 0

How did CC1(c2nnc(Cc3ccccc3)o2)CC(c2ccccc2)=NO1 (stereo unspecified) do in these assays?
IDE inh: -3; IDE cell activ: 1

How did NS(=O)(=O)c1ccc(CCNC(=S)NC(=O)c2ccccc2Br)cc1 do in these assays?
IDE inh: 1; IDE cell activ: 2

How did CCN(CC)S(=O)(=O)c1ccc(N2CCN(C)CC2)c(NC(=O)COc2ccc(F)cc2Cl)c1 do in these assays?
IDE inh: -3; IDE cell activ: -1

Results for Cc1cccc(OCC(=O)NCc2nnc3ccc(C(F)(F)F)cn23)c1C ?
IDE inh: -1; IDE cell activ: 1

How did O=C(COC(=O)c1ccc(F)cc1Cl)NC(=O)NC1CCCC1 do in these assays?
IDE inh: -5; IDE cell activ: 5

Results for Cc1ccc(C(=O)NC(=S)N2CCCCCC2)cc1 ?
IDE inh: -1; IDE cell activ: 2

How did COCCn1c(C)cc(C(=O)COC(=O)/C=C/c2c(C)nn(C3CCS(=O)(=O)C3)c2Cl)c1C (stereo unspecified) do in these assays?
IDE inh: 4; IDE cell activ: 4

What do the screens show for `O=C(OCC(=O)N(C1CCCCC1)C1CCCCC1)c1ccc(Cl)nc1`?
IDE inh: 8; IDE cell activ: 2

How did COc1ccccc1C(=O)NCC(=O)OC(C)C(=O)N(C)C1CCCCC1 (stereo unspecified) do in these assays?
IDE inh: -1; IDE cell activ: 4

Results for C[C@H](O)C(=O)C1=Nc2c(nc(N)[nH]c2=O)NC1 ?
IDE inh: -7; IDE cell activ: 4

What do the screens show for `CCN(C[C@H]1N[C@@](CC)(C(=O)OC)[C@H]2C(=O)N(C)C(=O)[C@@H]12)C(=O)Nc1ccc(OC)cc1`?
IDE inh: -6; IDE cell activ: 3

Results for CCC(C)Sc1ccc(-c2nc3ccc(Cl)cn3c2NCc2ccccc2)cc1 (stereo unspecified) ?
IDE inh: 1; IDE cell activ: 0

Results for CC(C)(CNC(=O)c1cccc(S(=O)(=O)NCc2ccccc2)c1)N1CCOCC1 ?
IDE inh: 2; IDE cell activ: 6

What do the screens show for `CC12CCC(=O)N1C(C(=O)N1CCN(c3cccc(Cl)c3)CC1)CS2` (stereo unspecified)?
IDE inh: 2; IDE cell activ: 0

Looked up one by one from the entries so far:
Results for Cc1ccc(C(=O)NC(=S)N2CCCCCC2)cc1 ?
IDE inh: -1; IDE cell activ: 2

How did CC1(c2nnc(Cc3ccccc3)o2)CC(c2ccccc2)=NO1 (stereo unspecified) do in these assays?
IDE inh: -3; IDE cell activ: 1

Results for CC(C)(CNC(=O)c1cccc(S(=O)(=O)NCc2ccccc2)c1)N1CCOCC1 ?
IDE inh: 2; IDE cell activ: 6
